procasp7 counter: counter-screen: procaspase-7 (human) activation | P55210 | recombinant procaspase-7, Ac-DEVD-pNA absorbance 405 nm; D23A/D198A/D206A triple mutant, cannot self-cleave; scale: DMSO 0, 5 µM enzyme 100 | activation, % at 8.5 µM | 330,000 tested, 0.093% active | AID 463210;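 active = percent activation above the screen-wide mean plus 3 SD, cut at about 25% in these data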
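System: Procaspase-7 triple mutant (PC-7 D3A); measure: % activation from two-timepoint absorbance difference, scaled to controls; times: 1 h compound preincubation, 2 h substrate cleavage, 25 °C; also added: Ac-DEVD-pNA substrate, 400 µM as added; measured by: Epi-absorbance of released pNA at 405 nm, two timepoints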
LAP4 TOR yeast: modulators of TOR pathway LAP4-GFP in S. cerevisiae | S. cerevisiae LAP4-GFP multiplex, flow cytometry GFP, 3 h; median GFP as percent of DMSO wells | GFP response vs DMSO, % at 10 µM | 320,000 tested, 0.34% active;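 active = GFP response vs DMSO above a set limit, about the screen mean plus 3 SD, cut at about 150% in these data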
proCasp3 act: procaspase-3 (human) activation; P42574; recombinant procaspase-3 D3A, Ac-DEVD-pNA absorbance 405 nm; activation, % at 8.5 µM; 330,000 tested, 0.11% active; AID 463141;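 active = activation above the mean of all tested compounds plus 3 SD, cut at about 21% in these data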;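 note: 0% = DMSO alone and 100% = DMSO wells spiked with extra 5 µM PC-3 D3A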
Target sequence (P42574 whole entry D9A/D28A/D175A): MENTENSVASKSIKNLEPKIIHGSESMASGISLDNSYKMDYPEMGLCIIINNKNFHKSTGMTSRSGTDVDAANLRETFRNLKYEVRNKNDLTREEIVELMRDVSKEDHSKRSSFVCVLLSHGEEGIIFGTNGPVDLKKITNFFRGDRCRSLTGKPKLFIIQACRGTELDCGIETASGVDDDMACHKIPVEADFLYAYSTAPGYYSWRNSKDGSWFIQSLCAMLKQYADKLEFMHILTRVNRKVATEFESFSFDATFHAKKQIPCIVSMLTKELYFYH
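Assay system – Procaspase-3 D3A mutant · Benchmarks – DMSO low control, extra-enzyme high control · Technique – 405 nm absorbance of p-nitroaniline, reads at 0 and 120 min · Doses – 8.5 µM nominal · Measure – % activation between DMSO and enzyme-spiked controls · Also added – Ac-DEVD-pNA chromogenic peptide substrate · Schedule – 1 h compound preincubation, 2 h substrate hydrolysis at 25 °C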
CIT2-GFP yeast: alters CIT2-GFP fluorescence in TOR pathway yeast screen. S. cerevisiae CIT2-GFP strain, flow cytometry, 3 h; 100 means same as DMSO wells. GFP response vs DMSO, % at 10 µM. 320,000 tested, 0.065% active;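 active = GFP response relative to DMSO above a set limit, near the screen mean plus 3 SD, cut at about 150% in these data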;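 note: ratio of well median GFP fluorescence to mean of DMSO wells on the plate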
AHR activator: activators of human aryl hydrocarbon receptor | P35869 | activation, % at 5 µM | 320,000 tested, 2.5% active | AHR-responsive luciferase reporter cells, luminescence; in the data active = activation above about 47%;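 note: 0% = vehicle wells and 100% = reference agonist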
Target sequence (P35869 whole entry, looked up): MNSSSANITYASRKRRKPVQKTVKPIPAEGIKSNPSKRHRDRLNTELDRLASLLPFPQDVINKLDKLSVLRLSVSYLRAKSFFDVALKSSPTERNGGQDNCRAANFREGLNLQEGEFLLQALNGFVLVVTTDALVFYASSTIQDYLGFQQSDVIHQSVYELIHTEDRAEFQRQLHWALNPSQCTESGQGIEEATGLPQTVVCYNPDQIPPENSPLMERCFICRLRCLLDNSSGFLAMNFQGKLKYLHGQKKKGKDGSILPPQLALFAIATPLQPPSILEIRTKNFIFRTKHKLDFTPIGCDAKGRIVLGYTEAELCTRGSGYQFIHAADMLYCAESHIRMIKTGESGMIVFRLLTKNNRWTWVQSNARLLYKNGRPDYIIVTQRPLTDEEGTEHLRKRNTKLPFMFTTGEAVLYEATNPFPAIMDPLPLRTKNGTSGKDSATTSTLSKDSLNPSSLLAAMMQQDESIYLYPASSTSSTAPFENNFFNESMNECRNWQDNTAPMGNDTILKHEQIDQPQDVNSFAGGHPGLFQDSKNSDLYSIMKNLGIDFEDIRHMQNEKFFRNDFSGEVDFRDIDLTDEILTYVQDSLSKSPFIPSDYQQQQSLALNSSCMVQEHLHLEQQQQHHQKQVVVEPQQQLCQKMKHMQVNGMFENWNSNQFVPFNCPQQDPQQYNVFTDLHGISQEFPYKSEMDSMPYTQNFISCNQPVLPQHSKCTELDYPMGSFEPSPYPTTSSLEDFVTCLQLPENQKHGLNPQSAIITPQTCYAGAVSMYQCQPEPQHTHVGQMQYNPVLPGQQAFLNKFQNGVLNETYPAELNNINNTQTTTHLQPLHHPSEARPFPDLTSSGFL
RPL19A TOR yeast: modulators of TOR pathway RPL19A-GFP in S. cerevisiae. 330,000 tested, 0.3% active. S. cerevisiae RPL19A-GFP strain, flow cytometry, 3 h; stronger effect = lower value. percent response vs DMSO, % at 10 µM. AID 2025;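 active = percent response vs DMSO below 50%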;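 note: median channel GFP fluorescence of the barcoded RPL19A-GFP strain; ratio of sample median GFP to plate DMSO average so 100% = DMSO; lower means less RPL19A-GFP as with rapamycin TOR inhibition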
MEP2-GFP yeast: modulators of TOR pathway MEP2-GFP in S. cerevisiae | GFP response vs DMSO, % at 10 µM | S. cerevisiae MEP2-GFP strain, flow cytometry GFP, 3 h; 100% = DMSO control level | 330,000 tested, 0.51% active;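 active = GFP response versus DMSO above a set limit, roughly screen mean plus 3 SD, cut at about 180% in these data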;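 note: median GFP fluorescence of the barcode-gated MEP2-GFP cells per well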
AGP1-GFP MLPCN: modulators of TOR pathway AGP1-GFP in S. cerevisiae | 320,000 tested, 0.02% active | GFP response vs DMSO, % at 10 µM | S. cerevisiae AGP1-GFP multiplex flow cytometry, 3 h; GFP as percent of DMSO wells;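 active = GFP response relative to DMSO above a set limit, near screen average plus 3 SD, cut at about 150% in these data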;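 note: median GFP channel fluorescence of the gated AGP1 strain per well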
An asterisk follows results filed as active; . = no result given.

SMILES	procasp7 counter	LAP4 TOR yeast	proCasp3 act	CIT2-GFP yeast	AHR activator	RPL19A TOR yeast	MEP2-GFP yeast	AGP1-GFP MLPCN
COc1ccc(COC(=O)Nc2cc3c(C(F)(F)F)nn(C)c3s2)cc1	-4	.	-3	78	1	90	88	86
C#CCOCCOCCOCCNc1nc(N2CCOCC2)nc(N2CCN(C(=O)CCCCCCCCCCNC(=O)[C@@H]([C@H](C)O)n3cc(C)nn3)CC2)n1	7	95	7	97	5	99	96	102
CC1(C)CC2CC(C)(CN2S(=O)(=O)c2ccccc2[N+](=O)[O-])C1 (stereo unspecified)	2	96	4	93	-2	93	101	91
Cn1c(=O)oc2cc(NC(=O)CCl)ccc21	-1	101	7	96	4	97	95	104
CC(c1cccs1)N(C)Cc1nc(CCc2ccccc2)no1 (stereo unspecified)	3	93	-2	103	9	105	99	107
Cc1ccccc1N=C1c2cc([N+](=O)[O-])ccc2-c2ncccc21	5	89	-7	113	31	108	107	101
CSc1ccccc1NC(=O)Cn1c([N+](=O)[O-])cnc1C	-2	89	4	86	3	107	109	78
COC(=O)N/N=C(/c1ccccc1)C1CCCCC1	3	122	2	84	1	88	86	104
O=C(Cc1ccccc1)NNC(=O)Cc1ccccc1	4	97	4	97	1	103	102	102
C/C(N)=C(/C#N)C(=O)COC(=O)c1cc2c(s1)CCCC2	5	100	-3	97	0	92	65	82
Cc1cc(C)n(-c2ccc(-n3ccnc3)nn2)n1	8	97	-2	99	5	99	102	97
Cc1nn(-c2ccccc2)c(Cl)c1/C=N/NC(=O)c1ccnn1C	-7	102	8	94	5	97	102	96
C=CCOC(=O)C(C#N)c1nc2ccccc2nc1N1CCN(c2ccccc2OC)CC1 (stereo unspecified)	2	105	-13	91	-1	95	105	79
CCCc1cc(=O)[nH]c(SCC(=O)N(C)CC(=O)Nc2ccccc2CC)n1	10	101	-4	112	1	106	99	107
Cc1nn(-c2ccccc2C(=O)O)c(=O)c2ccccc12	0	100	-4	103	14	94	112	99
CC1CCCCC1NC(=O)C1CCN(S(=O)(=O)N2CCC3(CC2)OCCO3)CC1 (stereo unspecified)	-8	95	-6	102	-1	94	99	107
Cc1cc(=O)n2[nH]c(-c3ccco3)nc2n1	12	95	0	100	-3	99	95	104
COc1cc2cnc(-c3ccsc3)c(-c3ccc(F)cc3)c2cc1OC	5	98	1	94	1	98	98	95
C=CCNC(=O)/C(C#N)=C/c1c(C)nn(-c2ccccc2)c1Cl	-7	115	3	95	1	102	100	98
Cn1c(CSc2nc3ccc(Br)cc3[nH]2)nc2ccccc21	-8	113	1	93	3	99	101	96
Cn1c(=O)c2c(nc(SCc3cccnc3)n2Cc2ccccc2)n(C)c1=O	2	101	9	100	6	95	99	101
CCOC(=O)C1=C(COC(=O)c2ccc(Cl)cc2[N+](=O)[O-])NC(=O)NC1C (stereo unspecified)	2	96	-6	101	-3	97	100	102
NNC(=O)C(=O)Nc1ccc(O)cc1	4	96	-1	106	4	109	100	98
Cc1cc(NC(=O)NC(=O)c2ccccc2F)no1	-3	107	-1	93	23	96	109	96
Cc1cc(C(F)F)n2ncc(C(=O)NCCc3ccccc3Cl)c2n1	-6	115	2	77	2	90	89	91
CCc1ccc(NS(=O)(=O)c2ccc3[nH]cc(C(=O)N4CCCCC4)c(=O)c3c2)cc1	5	105	-4	110	2	107	104	114
COCCNC(=O)c1cc2c(s1)-c1ccc(Cl)cc1SC2	.	135	.	89	.	104	106	96
CCC(C)[C@H]1CNCCN1CCc1cccc2ccccc12 (stereo partly specified)	-1	121	3	91	1	89	82	79
COc1ccc(CCNC(=O)c2ccn[nH]2)cc1OC	3	100	1	89	9	100	101	100
N#CCCS(=O)(=O)c1nnnn1-c1ccccc1	3	149	1	85	1	90	84	92

Four of these compounds, reformatted:
molecule | procasp7 counter | LAP4 TOR yeast | proCasp3 act | CIT2-GFP yeast | AHR activator | RPL19A TOR yeast | MEP2-GFP yeast | AGP1-GFP MLPCN
COCCNC(=O)c1cc2c(s1)-c1ccc(Cl)cc1SC2 | . | 135 | . | 89 | . | 104 | 106 | 96
CCC(C)[C@H]1CNCCN1CCc1cccc2ccccc12 (stereo partly specified) | -1 | 121 | 3 | 91 | 1 | 89 | 82 | 79
COc1ccc(CCNC(=O)c2ccn[nH]2)cc1OC | 3 | 100 | 1 | 89 | 9 | 100 | 101 | 100
N#CCCS(=O)(=O)c1nnnn1-c1ccccc1 | 3 | 149 | 1 | 85 | 1 | 90 | 84 | 92

Additional entries follow.
SMILES	procasp7 counter	LAP4 TOR yeast	proCasp3 act	CIT2-GFP yeast	AHR activator	RPL19A TOR yeast	MEP2-GFP yeast	AGP1-GFP MLPCN
O=C(N=C1SC2CS(=O)(=O)CC2N1CCc1ccccc1)C1CCCCC1 (stereo unspecified)	6	97	12	94	2	93	90	93
CCOc1ccccc1OCCN1CCCC1	9	83	3	104	-2	99	96	98
CCOc1ccc(CNC(=O)C2CCC(=O)N2C2CCCC2)cc1OC (stereo unspecified)	1	105	0	106	1	100	102	103
O=C(O)c1cc2c(cn1)[nH]c1ccccc12	-19	107	-12	113	24	104	105	112
CSc1nnc(-c2ccccc2SC)o1	4	76	3	86	-2	86	82	84
Cc1ccc(S(=O)(=O)Nc2cccc(-c3ccc4nnc(C)n4n3)c2)s1	-3	93	-11	103	7	104	112	95
CC(Oc1ccc([N+](=O)[O-])cc1)C(=O)NCC1CCCO1 (stereo unspecified)	9	93	3	102	1	105	100	102
COC(=O)CSc1nnc(CNC(=O)c2cccc(C)c2)n1-c1ccccc1OC	0	124	-1	95	-1	103	150	.
Cc1nc(Nc2ccc(F)cc2)nc(Nc2ccc(F)cc2)c1[N+](=O)[O-]	6	101	5	100	4	99	99	103
COc1ccc(CCN(C)C2CCCN(C(=O)Cn3cnnn3)C2)cc1OC (stereo unspecified)	-12	104	-2	100	1	103	105	101
COc1ccc(CC(=O)Nc2cc(Cl)ccc2C(=O)O)cc1	8	87	-2	99	1	95	92	95
Cc1ccc(-c2nn(-c3cccc(F)c3)cc2CNCc2cccnc2)o1	0	103	-6	103	3	101	100	99
NS(=O)(=O)c1ccc(-c2ccc(/C=C3\SC(=O)NC3=O)o2)cc1	-10	102	-3	71	125*	98	91	84
COc1cccc(CC(=O)OC(C)C(=O)NCc2ccc3c(c2)OCO3)c1 (stereo unspecified)	2	104	3	101	1	106	107	110
c1ccc(-c2nc(NC3CC3)nc(-n3ccnc3)n2)cc1	-4	121	-3	86	-11	97	103	82
Cc1nc2ccc(Cc3ccc4nc(C)[nH]c4c3)cc2[nH]1	2	79	-6	87	-1	89	99	89
COc1ccc(-n2c(C)c(C)c3c(NCCCN(C)C)ncnc32)cc1	4	95	8	105	2	107	105	97
C[C@@H]1C=C(C(=O)NC2CC2)O[C@H](OCc2ccc(CO)cc2)C1	0	101	-4	91	1	110	97	97
Fc1ccc(Nc2nc(Oc3ccc4c(c3)OCO4)nc(N3CCOCC3)n2)c(F)c1	8	93	-2	.	4	99	103	103
CC1CCCCC1NC(=O)c1nn(C)c2c1CS(=O)(=O)c1ccccc1-2 (stereo unspecified)	9	116	-5	105	3	103	97	108
CC1CC(C)CN(S(=O)(=O)c2ccc(C(=O)N(C)Cc3ccccc3)cc2)C1 (stereo unspecified)	-9	107	8	93	0	95	100	106
CCNC(=S)Nc1ccc(Oc2ccccc2)cc1	-1	122	3	93	3	100	103	103
CC1CN(C(=O)COC(=O)Cc2c(F)cccc2Cl)CC(C)O1 (stereo unspecified)	0	103	0	93	2	101	106	103
O=C(NCCc1ccc(Cl)cc1)C1CCN(C(=O)c2sccc2-n2cccc2)CC1	-6	116	10	122	0	109	116	114
COc1ccccc1C(=O)NCCC(=O)NNC(=O)C1COc2ccccc2O1 (stereo unspecified)	6	104	0	110	1	101	96	111
c1ccc(C(c2ccccc2)N2CCN(Cc3nnnn3C3CCCCC3)CC2)cc1	7	98	-5	93	2	98	89	97
O=C(c1ccc(F)cc1)N1CCC(C(=O)N2CCN(S(=O)(=O)c3ccccc3Br)CC2)CC1	6	104	0	104	-2	97	104	102
CCN(C(=O)CCN1C(=O)c2ccccc2S1(=O)=O)c1ccccc1	8	118	9	92	-3	97	99	115
Cc1ccccc1OCC(=O)NNC(=O)Nc1ccccc1	14	97	0	87	14	93	88	92
CCC(Sc1nc(C)cc(=O)[nH]1)C(=O)Nc1ccc(Cl)cn1 (stereo unspecified)	-6	90	13	80	-2	90	77	94
CC(=O)N1c2ccc(S(=O)(=O)NCCC(=O)NCc3ccc(Cl)cc3)cc2CC1C (stereo unspecified)	8	89	2	105	4	94	100	98
COc1cc(C)nc(Oc2ccc(OCCOc3ccccc3)nn2)n1	-3	92	10	104	-2	107	105	106
O=C(Nc1cccc(S(=O)(=O)N2CCCCC2)c1)c1cc([N+](=O)[O-])ccc1N1CCOCC1	-6	102	-1	99	8	100	105	99
Cc1[nH]nc(-c2ccc(O)cc2O)c1-c1nc2ccccc2s1	-8	100	-3	94	73*	100	98	95
O=C(N/N=C/c1cccc(Cl)c1)C(c1ccncc1)N1CCOCC1 (stereo unspecified)	6	93	6	100	3	97	97	101
Cc1onc(-c2ccccc2Cl)c1C(=O)Nc1sc2c(c1C(N)=O)CCC(C)C2 (stereo unspecified)	1	112	1	98	13	99	103	98
COCCN(C(=O)COC(=O)Cc1cccc(OC)c1)c1c(N)n(Cc2ccccc2)c(=O)[nH]c1=O	-2	109	-4	93	-1	95	103	99
Cc1ccc(OCC(=O)N/N=C/c2cn(C)c3ccccc23)cc1	6	112	7	90	29	98	99	102
C=CCNC(=O)C1CCN(c2ccc(S(=O)(=O)N3CCOCC3)cc2Cl)CC1	-2	103	-5	100	1	99	103	104
COc1ccc(S(=O)(=O)N2CCN(c3nc(-c4cccnc4)nc4ccccc34)CC2)cc1	3	109	2	89	3	93	96	89
Cc1cc(=O)[nH]c(SCC(=O)c2ccc(O)c(O)c2)n1	0	93	-1	120	-1	108	120	117
O=C(CSc1nc(=O)n(CCN2CCOCC2)c2c1CCCC2)Nc1cccc([N+](=O)[O-])c1	3	115	6	106	0	99	102	108
O=C(OCC(=O)N(C1CCCCC1)C1CCCCC1)c1ccncc1	-7	92	-1	87	0	94	97	94
CC(=O)Nc1cccc(NC(=O)CCn2c(=O)sc3ccccc32)c1	5	95	1	97	1	102	103	99
CCCNC(=O)C(Cc1ccc(OC)cc1)NC(=O)c1ccc(Cl)cc1 (stereo unspecified)	15	95	0	101	1	102	99	98
O=C(COc1coc(CN2CCN(c3ccccc3)CC2)cc1=O)Nc1ccccc1F	14	101	-2	100	-2	100	99	108
CN(CC(=O)Nc1ccc(F)cc1)C(=O)COC(=O)/C=C/c1cccs1	4	100	10	109	2	101	103	112

Part of the list above, with two lines to a compound.
Each structure is followed by: procasp7 counter	LAP4 TOR yeast	proCasp3 act	CIT2-GFP yeast	AHR activator	RPL19A TOR yeast	MEP2-GFP yeast	AGP1-GFP MLPCN
- Cc1onc(-c2ccccc2Cl)c1C(=O)Nc1sc2c(c1C(N)=O)CCC(C)C2 (stereo unspecified)
 : 1	112	1	98	13	99	103	98
- COCCN(C(=O)COC(=O)Cc1cccc(OC)c1)c1c(N)n(Cc2ccccc2)c(=O)[nH]c1=O
 : -2	109	-4	93	-1	95	103	99
- Cc1ccc(OCC(=O)N/N=C/c2cn(C)c3ccccc23)cc1
 : 6	112	7	90	29	98	99	102
- C=CCNC(=O)C1CCN(c2ccc(S(=O)(=O)N3CCOCC3)cc2Cl)CC1
 : -2	103	-5	100	1	99	103	104
